M. tuberculosis HTS: M. tuberculosis growth inhibition, HTS (AID 449762); M. tuberculosis H37Rv growth inhibition, 7H9 media; higher % means a stronger effect; 0.59% of 330,000 active; inhibition, % at 25 µM, or IC50 in µM where a hit was titrated; in the data active = a potency from the dose series; inconclusive = inhibition above about 70% without an active follow-up result;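 also: bacterial growth assessed after seven days of incubation; strong numbers were not always called active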
inhibitors of VEEV: inhibitors of VEEV TC-83 cytopathic effect, confirmation, Vero cells (AID 588727). Vero cells, VEEV TC-83 cytopathic effect inhibition; higher % means a stronger effect. 0.13% of 350,000 active. inhibition, % at 20 µM; hits with a dose series show IC50 in µM; in the data active = a potency from the dose series; inconclusive = inhibition mostly from about 14% at the one dose, without a potency; inactive = the rest, 99 in 100 with inhibition below about 12%; also: strong numbers were not always called active
tuberculosis growth: growth inhibition of non-replicating M. tuberculosis (AID 488890). Mycobacterium tuberculosis non-replicating, growth inhibition; higher % means a stronger effect. one-dose inhibition, % at 25 µM; IC50 in µM for titrated hits. 0.39% of 320,000 active; in the data active = a potency from the dose series; inconclusive = inhibition mostly from about 82% at the one dose, without a potency; inactive = the rest, 99 in 100 with inhibition below about 76%;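 also: plate controls were DMSO cells for no effect and high antibiotic wells for full effect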
H1N1 NS1A inhibition: H1N1 influenza NS1A inhibitors, functional cell based assay (AID 504329); NS1A functional cell-based assay, percent inhibition; higher % means a stronger effect; inhibition, % at 12.5 µM, or IC50 in µM where a hit was titrated; 0.3% of 340,000 active; in the data active = a potency from the dose series; inconclusive = inhibition above about 27% without an active follow-up result; also: strong numbers were not always called active
PhoP GFP inhibition: Inhibition of PhoP regulon, Salmonella typhi GFP reporter cells, confirmation, 4 h (AID 1850). Salmonella Typhi PhoP-promoter GFP reporter, fluorescence, 4 h; higher % means a stronger effect. one-dose inhibition, % at 50 µM; IC50 in µM for titrated hits. 0.33% of 310,000 active; in the data active = a potency from the dose series; inconclusive = inhibition mostly from about 25% at the one dose, without a potency; inactive = the rest, 99 in 100 with inhibition below about 19%;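 also: 0% = induced wells with vehicle and 100% = uninduced wells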
inhibitors of VEEV 10K pilot screen: recorded beside inhibitors of VEEV, whose call it bears; inhibition, %; measured here: 10K pilot screen inhibition
Starred values were filed as active, the others as inactive; i = inactive; ? = inconclusive; / = not tested or not shown. Compounds as they come. Share with any hit: about 1.5%.

SMILES	M. tuberculosis HTS	inhibitors of VEEV	tuberculosis growth	H1N1 NS1A inhibition	PhoP GFP inhibition	others
Cc1cccc(-c2c3c(=O)n(C)c(=O)n(C)c3cn2C(C)(C)C)c1	5%	0.7%	3%	-30%	-5%
CCCCN(C(=O)c1cnc2n(c1=O)CCS2)c1ccccc1	-3%	1.6%	-4%	-2%	-2%
COc1cc(C(=O)Nc2ccccc2N2CCN(S(C)(=O)=O)CC2)cc(OC)c1OC	4%	6.8%	-3%	-12%	3%
CC1(C)NC(C(=O)O)Cc2c1[nH]c1ccccc21 (centres undefined)	-1%	1.9%	-6%	3%	-3%
CC1CCCN(c2ccc([N+](=O)[O-])s2)C1 (centres undefined)	/	i	/	7%	/
Cc1c(N)cc(S(=O)(=O)O)cc1NC(=O)c1cccc([N+](=O)[O-])c1	/	0.0%	/	2%	/
CCOc1ccc(C(=O)Nc2ccccc2N2CCN(C(=O)c3ccccc3)CC2)cc1[N+](=O)[O-]	-13%	5.4%	50%	8%	3%
O=C(NC1c2ccccc2-c2ccccc21)N1CCOCC1	-10%	10%	1%	-2%	12%
O=C(CCCCC(=O)N1CCOCCOCCOCC1)OCc1ccccc1	-7%	1.0%	3%	-15%	2%
Cc1csc(NC(=O)c2ccncc2)n1	-9%	1.2%	19%	9%	4%
CCc1nnc(NC(=O)Nc2ccc(OC)cc2)s1	-6%	3.0%	9%	-8%	6%
COc1cc(CN(C2CC2)S(=O)(=O)c2ccccc2Br)cc(OC)c1	/	i	/	-1%	/
COc1ccc(C(=O)NCc2nnc(SCC(=O)N3CCCCC3)o2)cc1	5%	0.5%	7%	-2%	-10%
NNC(=S)NCc1cccnc1	-12%	i	?	-12%	18%
O=c1cc(O)nc2n1CCCS2	-6%	0.8%	-15%	0%	-3%
CN(C)S(=O)(=O)c1ccc(NC(=O)c2ccncc2)cc1	-5%	1.5%	-6%	-1%	-3%
COc1ccc(F)cc1S(=O)(=O)NC(Cc1ccccc1)C(N)=O (centres undefined)	-7%	i	8%	7%	0%
Cc1c(C(=O)Nc2cccc([N+](=O)[O-])c2)csc1-c1ccccc1	-4%	8.1%	10%	-1%	-5%
Cc1nn(-c2ccccc2)c2ncc(C(=O)c3cc(Cl)ccc3O)cc12	7%	0.7%	-3%	8%	-9%
COc1c(C)cc(Br)cc1C(=O)NC(=S)NCc1ccco1	-9%	6.4%	67%	-5%	-12%
CC1CCN(C(=O)CSc2nc3c(c(=O)n2C)SCC3)CC1	5%	0.6%	12%	-5%	-5%
COC(=O)C1CCN(S(=O)(=O)c2ccc(NC(C)=O)cc2)CC1	4%	2.0%	-12%	9%	7%
Cc1c(NC(=O)COC(=O)c2ccc(Br)o2)c(=O)n(-c2ccccc2)n1C	2%	0.6%	1%	4%	-12%
Cc1ccc(Nc2nnc(SCc3nc4ccccc4c(=O)[nH]3)s2)cc1	0%	i	3%	-9%	6%
COc1ccccc1NC(=O)c1csc2c1CCC(C)C2 (centres undefined)	16%	2.3%	57%	-4%	-16%
O=c1[nH]c(CN2CCc3ccccc3C2)nc2ccccc12	-2%	0.1%	7%	-17%	-8%
CCOC(=O)c1c(C)n(C)c2cc(Br)c(C(=O)OC)cc12	0%	i	-7%	4%	5%
COc1ccc(OC)c(CNC(=O)Cn2nc(C)c3c(C)n(-c4ccc(C)cc4)nc3c2=O)c1	8%	0.9%	4%	2%	-3%
Cc1c(N=Cc2nc3ccccc3[nH]2)c(=O)n(-c2ccccc2)n1C	-7%	8.1%	18%	14%	-16%
Cc1ncc(CN2CCC(C(=O)Nc3ccc(-n4cccn4)cc3)CC2)s1	7%	2.4%	2%	-11%	-10%
CCn1c2ccccc2c2cc(NC(=O)C(C)Oc3ccccc3)ccc21 (centres undefined)	-4%	2.2%	12%	4%	-7%
CCc1ccc(C(=O)N2CCN(c3ccc(NC(=O)c4ccco4)cc3)CC2)cc1	26%	7.2%	22%	-9%	-3%
COc1ccc(Br)cc1S(=O)(=O)N1CCCc2ccccc21	4%	i	11%	2%	3%
COc1ccccc1-n1nc(C(=O)O)c2ccccc2c1=O	-1%	i	?	4%	-7%
Cc1nc(CN2CCN(C(=O)CCc3nnc(Cc4c[nH]c5ccccc45)o3)CC2)cs1	5%	1.3%	1%	-1%	0%
CC(C)NC(=O)c1onc(CSc2ccc(C(C)C)cc2)c1C(=O)O	15%	1.3%	2%	-3%	-2%	inhibitors of VEEV 10K pilot screen=1.9
CCOC(=O)/C=C/[C@H]1Cc2ccccc2CO1	4%	i	56%	11%	/
Cc1nc2c(C#N)c[nH]n2c(=O)c1Cc1ccccc1	5%	0.4%	12%	6%	-6%
CN1CCN(S(=O)(=O)c2ccc(Cl)nc2)CC1	-14%	0.8%	6%	-1%	-5%
C=CCOc1cccc(C(=O)Nc2ncn[nH]2)c1	3%	1.4%	22%	-4%	-8%
O=C(O)Cc1ccc2oc(-c3cccnc3)nc2c1	6%	0.9%	-7%	-4%	8%
O=C(Nc1ccc(Cl)cc1F)C1CC1	2%	0.2%	59%	-6%	-8%
CCCN1CCC(NC(=O)Nc2ccc([N+](=O)[O-])cc2)CC1	-7%	0.5%	13%	5%	-5%
O=C(CNC(=O)c1ccco1)N/N=C/c1ccc(O)c([N+](=O)[O-])c1	-13%	i	66%	-3%	-4%
O=C(CN1CCN(c2ncc(C(F)(F)F)cc2Cl)CC1)N1CCN(c2ncc(C(F)(F)F)cc2Cl)CC1	?	1.9%	75%	0%	-8%
O=C(c1ccccc1)N1CCN(C(=O)c2ccncc2)CC1	-4%	2.9%	-7%	0%	0%
CC(=O)/C=N/Nc1ccccc1	2%	3.1%	-14%	-2%	11%
COc1cc(NC(=O)C2CCCN(S(=O)(=O)c3ccc4[nH]c(=O)ccc4c3)C2)cc(OC)c1 (centres undefined)	0%	6.6%	-5%	0%	-1%
CC(C)(C)OC(=O)CNC(=O)c1[nH]cnc1C(=O)N[C@@H](CCCCNC(=O)OC(C)(C)C)C(=O)OC(C)(C)C	5%	11%	64%	-25%	2%
Cc1oc2c(c1C(=O)NC(Cc1c[nH]c3ccccc13)C(=O)O)CCCC2 (centres undefined)	3%	3.8%	19%	4%	8%
Nc1cc([N+](=O)[O-])cc2oc(-c3ccccc3)cc12	98µM*	2.1%	21%	19%	-7%
CCc1cc(=O)[nH]c(SCc2cccc3ccccc23)n1	5%	4.0%	41%	3%	-8%
O=c1c2cc(Cl)ccc2nc(-c2ccccc2Cl)n1O	-4%	2.8%	i	-5%	-2%
CC1(C(=O)N2CC3(CC(c4cccc(NC(=O)COc5ccc(Cl)cc5)c4)=NO3)C[C@@H]2C(N)=O)CC1 (some centres undefined)	0%	0.4%	8%	6%	9%
CC(C(=O)NC(C)(C)C)N(C(=O)CS(=O)CC(=O)Nc1ccc(F)cc1)c1ccccc1F (centres undefined)	0%	2.3%	1%	-2%	-6%
Clc1ccc(/C=N/N2CCCCC2)cc1	3%	i	10%	10%	7%
COc1cc2sc(NC(=O)c3ccco3)nc2cc1Cl	8%	1.6%	-6%	-2%	-10%
OCc1ccccc1CN1CCCCCC1	-14%	0.1%	-6%	11%	-1%
N/C(Cc1cccs1)=N\OC(=O)COc1ccc(Cl)cc1Cl	6%	3.5%	3%	2%	3%
COc1ccc2nc(N3CCC(C)CC3)c(C#N)cc2c1	1%	8.6%	50%	-31%	-23%

Reprinted from the part before: 5 entries, then new ones.
SMILES	M. tuberculosis HTS	inhibitors of VEEV	tuberculosis growth	H1N1 NS1A inhibition	PhoP GFP inhibition	others
Clc1ccc(/C=N/N2CCCCC2)cc1	3%	i	10%	10%	7%
COc1cc2sc(NC(=O)c3ccco3)nc2cc1Cl	8%	1.6%	-6%	-2%	-10%
OCc1ccccc1CN1CCCCCC1	-14%	0.1%	-6%	11%	-1%
N/C(Cc1cccs1)=N\OC(=O)COc1ccc(Cl)cc1Cl	6%	3.5%	3%	2%	3%
COc1ccc2nc(N3CCC(C)CC3)c(C#N)cc2c1	1%	8.6%	50%	-31%	-23%
O=c1oc2ccc(C#CC3(O)CCCCC3)cc2cc1-n1cc(-c2ccsc2)nn1	-7%	i	37%	-14%	/
CCOc1ccc(N(CC(=O)NCCOc2ccccc2OC)S(=O)(=O)c2ccccc2)cc1	4%	8.8%	22%	-5%	-3%
COC(=O)c1ccc(NC(=O)c2ccc[n+]([O-])c2)cc1	-4%	2.0%	0%	-6%	9%
O=C(Nc1ccc2ccccc2n1)c1ccccc1Br	2%	1.2%	9%	13%	-4%
CC(C)(Oc1ccc(Cl)cc1)C(=O)NNC(=O)c1ccc(Br)o1	3%	i	35%	-6%	-8%
CC(Sc1nncs1)C(=O)Nc1ccc(S(=O)(=O)Nc2ncccn2)cc1 (centres undefined)	3%	0.3%	0%	-4%	/
O=C(Nc1ccccc1)C1C(c2ccccc2)C1(Cl)Cl (centres undefined)	-20%	3.9%	32%	3%	-4%
Oc1ccc(-c2[nH]ncc2-c2cccc3cccnc23)c(O)c1	4%	i	11%	1%	-7%
CCCCCCCC(=O)NNC(=O)CC(=O)Nc1ccccc1C(=O)O	8%	1.9%	43%	21%	-24%
COc1cccc(CSc2nnc(-c3ccncc3)n2N)c1	-10%	0.6%	-4%	1%	-11%
Cc1[nH]c(C)c(S(=O)(=O)N2CCN(c3ccc(Cl)cc3)CC2)c1C(=O)N1CCCC1	9%	2.7%	24%	-12%	8%
COc1cc(/C=C2\SC(=S)N(NC(C)=O)C2=O)ccc1OC(=O)c1ccco1	0%	0.6%	-17%	-5%	/
N#Cc1ccc(OCc2nnc(SCC(=O)c3ccccc3)n2-c2ccccc2)cc1	3%	1.3%	12%	13%	13%
Cc1ccc(NC(=O)Nc2ccccc2C#N)c(Cl)c1	2%	2.1%	5%	5%	-2%
C=CCSc1ncnc2c1oc1nc3c(cc12)COC(C)(C)C3	-1%	0.1%	12%	-13%	2%
CCOc1ccc(N2CC(=O)N/C2=N\c2nc(C)cc(C)n2)cc1	1%	0.8%	-2%	3%	-1%
Cc1onc(-c2c(F)cccc2Cl)c1C(=O)OCc1cnc(Cl)s1	3%	2.8%	14%	-12%	1%
Cc1ccc(-c2csc3ncnc(Oc4cccc5ccc(C)nc45)c23)cc1	6%	i	12%	-9%	-9%
CCCCn1nc(C)c(C(=O)O)c1Cl	3%	0.2%	-4%	0%	-3%
COC(=O)c1cn(CC(=O)N2C(C)CCCC2C)c2ccccc12 (centres undefined)	8%	0.9%	36%	-1%	8%	inhibitors of VEEV 10K pilot screen=1.0
O=C1CCCC2=C1C(c1ccc(Cl)cc1)N1C(=O)CCSC1=N2 (centres undefined)	-5%	4.5%	-10%	0%	11%
COc1ccc(N2CCN(C(=O)c3c(-c4c(F)cccc4Cl)noc3C)CC2)cc1	-7%	2.2%	13%	-2%	-3%
O=C(CCCCC(=O)Sc1ccccc1)Sc1ccccc1	/	i	/	-8%	/
COc1ccc(NCc2nnc(SCCN3CCCCC3)n2-c2ccc(C)cc2)cc1	8%	i	26%	2%	-6%
COc1cc(NC(=O)CCNC(=O)Cn2cnc3ccccc3c2=O)cc(OC)c1OC	10%	2.7%	-3%	1%	0%
S=C(Nc1ccccc1Cl)N1CCN(c2ccccn2)CC1	1%	i	-10%	-16%	-5%
CC1CCN(c2ccccc2NC(=O)c2ccc(N3CCOCC3)c([N+](=O)[O-])c2)CC1	0%	0.8%	-6%	-1%	-3%
CCN(CC)c1ccc(/C=N/N2CCN(Cc3ccccc3)CC2)cc1	-2%	0.3%	26%	28%	-4%
CC1CCCCC1NC(=S)NC(=O)c1ccccc1Cl (centres undefined)	-2%	0.6%	23%	1%	/
CCn1c(COC(=O)CNC(=O)c2ccccc2F)nc2cc(S(=O)(=O)N(C)C)ccc21	-6%	2.3%	-7%	-2%	1%

Arranged by heavy-atom count (smallest number first): part of the list above.
SMILES	M. tuberculosis HTS	inhibitors of VEEV	tuberculosis growth	H1N1 NS1A inhibition	PhoP GFP inhibition	others
S=C(Nc1ccccc1Cl)N1CCN(c2ccccn2)CC1	1%	i	-10%	-16%	-5%
CCN(CC)c1ccc(/C=N/N2CCN(Cc3ccccc3)CC2)cc1	-2%	0.3%	26%	28%	-4%
COc1cc(NC(=O)CCNC(=O)Cn2cnc3ccccc3c2=O)cc(OC)c1OC	10%	2.7%	-3%	1%	0%

Bioassay records: PubChem BioAssay, Southern Research Specialized Biocontainment Screening Center
